Bioassay records from PubChem BioAssay.
T cruzi growth: T. cruzi intracellular proliferation inhibitors, primary screen, cell-based, beta-gal Tulahuen parasites, NIH3T3 host, luminescence; T. cruzi beta-gal in NIH3T3, GalScreen luminescence, 90 h; inhibition, % at 8.34 µM; hit rate 5.9% among 77,000; AID 624255, 2012;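 active means mean inhibition above about 93%, with at least 55% of replicates each passing it, limit read from the data, passing the limit was not always enough; inconclusive means only one of those two conditions holds; inactive means neither condition holds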
KDM4C inh: inhibitors of GASC-1 (KDM4C) histone demethylase, primary screen, biochemical, single concentration HTS | Lysine-specific demethylase 4C (Homo sapiens), Q9H3R0 | GST-KDM4C 2-372, H3K9me3 peptide, LANCE TR-FRET | inhibition, % at 12.5 µM | hit rate 0.15% among 96,000;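 active means mean replicate inhibition above about 25%, with at least 55% of replicates also reaching it, limit read from the data, passing the limit was not always enough; inconclusive means only one of those two conditions met; inactive means neither condition met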
Target sequence (Q9H3R0 2-372 limits assumed): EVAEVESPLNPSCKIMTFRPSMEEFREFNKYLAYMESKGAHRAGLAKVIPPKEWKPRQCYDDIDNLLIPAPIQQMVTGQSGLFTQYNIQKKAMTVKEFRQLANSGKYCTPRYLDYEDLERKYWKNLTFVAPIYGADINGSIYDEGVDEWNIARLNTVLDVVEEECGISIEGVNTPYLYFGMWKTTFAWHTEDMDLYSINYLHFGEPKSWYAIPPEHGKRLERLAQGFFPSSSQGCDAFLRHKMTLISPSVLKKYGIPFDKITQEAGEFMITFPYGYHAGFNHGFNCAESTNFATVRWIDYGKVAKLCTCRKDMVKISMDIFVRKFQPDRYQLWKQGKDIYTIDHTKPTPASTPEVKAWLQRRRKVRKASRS
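System: N-terminal GST-fused human GASC-1 (KDM4C) fragment, residues 2-372; amount: enzyme final amount 10 nM; incubation: reaction 30 min RT, detection step 1 h RT; medium: HEPES buffer, pH 7.5, plus ascorbate; technique: LANCE TR-FRET, Eu antibody, ULight-streptavidin, EDTA, ex 340 nm, em 618/671 nm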
Pf Dd2 growth: P. falciparum Dd2 growth inhibitors, primary screen, SYBR Green fluorescence, single dose replicates | 72 h; stronger effect = lower value | activity change, % at 10 µM | hit rate 2.3% among 94,000; in the data active means activity change below about -80%; inconclusive means no clear call, values can overlap the other calls
C diff HTS: C. difficile growth inhibitors, primary screen, HTS. growth activity, negative = inhibition, % at 16 µg/mL (by protocol). Clostridium difficile clinical isolate growth, OD600, 24 h; stronger effect = lower value. hit rate 0.25% among 86,000. AID 1259249, 2017;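 active means mean growth activity at or below -80% and every replicate also at or below -80%; inconclusive means mean at or below -80% but some replicate above -80%; inactive means mean growth activity above -80%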;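 further: 0% = DMSO wells and -100% = levofloxacin 16 µg/mL wells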
An asterisk follows results filed as active; ? = inconclusive; . = not tested or not shown; & = joins results of further samples. Compounds as they come; overall some 6.7% were active at least once.

canonical_smiles,KDM4C inh,C diff HTS,Pf Dd2 growth,T cruzi growth
CC(=O)N(C)C[C@@H]1Oc2ncc(C3=CCCC3)cc2C(=O)N([C@H](C)CO)C[C@H]1C,1.2,-1,31,-15
O=C(C[C@@H]1CC[C@@H](NC(=O)C2CC2)[C@H](CO)O1)Nc1nccs1,3.1,9,4,.
CN1C(=O)c2cc(NC(=O)Cc3ccccc3)ccc2OC[C@@H]2O[C@@H](CC(=O)NC3CCC3)CC[C@@H]21,0.5,-3,-4,1
C[C@H](CO)N1C[C@H](C)[C@@H](CN(C)C(=O)Nc2ccccc2)Oc2ccc(NC(=O)C3CCCCC3)cc2CC1=O,-0.2,-1,15,2
COc1ccc(S(=O)(=O)N(C)C[C@H]2Oc3ccc(N(C)C)cc3C(=O)N([C@@H](C)CO)C[C@@H]2C)cc1,2.1,1,-22,55
C[C@H](CO)N1C[C@H](C)[C@H](CN(C)Cc2ccccc2)Oc2cc(-c3cncnc3)ccc2S1(=O)=O,1.1,0,2,43
COc1ccc(S(=O)(=O)N2CCCCN3[C@H](CO)[C@H](c4ccc(-c5cccnc5)cc4)[C@H]3C2)cc1,-0.6,-4,-51,94
Cc1cc(C(=O)Nc2cccc3c2O[C@H](CN(C)Cc2ccccc2)[C@H](C)CN([C@H](C)CO)C3=O)n(C)n1,0.4,-4,12,5

Next results:
canonical_smiles,KDM4C inh,C diff HTS,Pf Dd2 growth,T cruzi growth
CC(C)NC(=O)Nc1cccc2c1O[C@H](CN(C)CC1CCCCC1)[C@@H](C)CN([C@H](C)CO)C2=O,.,-32,-33,-4
CN(C)c1ccc2c(c1)[C@H]1C[C@H](CC(=O)NCC3CC3)O[C@H](CO)[C@H]1O2,22,-9,-4,74
C[C@H]1CN([C@@H](C)CO)S(=O)(=O)c2ccc(-c3cccc(C#N)c3)cc2O[C@H]1CN(C)C(=O)c1cccnc1,0.3,.,-20,59
N#C[C@H]1[C@@H](c2ccccc2C2=CCCC2)[C@@H](CO)N1C(=O)CN1CCOCC1,-1.2,-6,20,.
CN1C(=O)c2cc(NC(=O)Nc3ccccc3)ccc2OC[C@H]2O[C@@H](CC(=O)NC3CCC3)CC[C@@H]21,0.4,0,-7,-13
CCC(=O)N[C@H]1CC[C@@H](CC(=O)NCc2ccccc2F)O[C@@H]1CO,0.7,.,19,-70
CO[C@@H]1CN(C)C(=O)c2ccc(NC(=O)NC(C)C)cc2OC[C@@H](C)N(CC2CC2)C[C@@H]1C,0.1,.,-21,-26
C[C@H]1CN([C@@H](C)CO)C(=O)Cc2cc(NC(=O)Nc3ccc(F)cc3)ccc2O[C@@H]1CN(C)C(=O)NC1CCCCC1,0.2,-7,-1,4

More records:
canonical_smiles,KDM4C inh,C diff HTS,Pf Dd2 growth,T cruzi growth
CN(C)CCCNC(=O)C[C@H]1CC[C@@H]2[C@H](COC[C@H](O)CN2CC2CCCC2)O1,1.9,-1&-3,.,?
CCCNC(=O)[C@@H]1[C@@H](CO)[C@@H]2Cn3c(ccc(-c4ccccc4)c3=O)[C@H]1N2C(=O)C1CC1,-0.4,0,.,15
CO[C@H]1CN(C)C(=O)c2cc(NC(=O)c3ccno3)ccc2OC[C@H](C)N(S(C)(=O)=O)C[C@H]1C,0.4,.,1,-2
C[C@@H]1CCCCO[C@@H](CN(C)S(C)(=O)=O)[C@H](C)CN([C@H](C)CO)C(=O)c2cc(NC(=O)Nc3ccc(F)cc3)ccc2O1,0.4,0,13,79
C[C@H]1CN([C@@H](C)CO)C(=O)c2cc(NS(=O)(=O)c3ccc(Cl)cc3)ccc2O[C@H]1CN(C)CC1CC1,?,0,-13,9
COc1ccc(C(=O)Nc2ccc3c(c2)OC[C@H](C)N(C)C[C@H](C)[C@@H](OC)CN(C)C3=O)cc1,0.6,0,-30,.
C[C@H](CO)N1C[C@H](C)[C@@H](CN(C)C(=O)Nc2cc(F)ccc2F)Oc2cc(-c3cccc(F)c3)ccc2S1(=O)=O,0.1,5,-58,107*
C[C@@H]1CN([C@@H](C)CO)C(=O)c2cc(C#CC3CCCC3)cnc2O[C@H]1CN(C)S(=O)(=O)c1cccc(F)c1,1.6,-4,-42,115*

(more compounds)
canonical_smiles,KDM4C inh,C diff HTS,Pf Dd2 growth,T cruzi growth
C[C@@H]1CN([C@H](C)CO)C(=O)c2cccc(NS(=O)(=O)c3ccc(Cl)cc3)c2O[C@H]1CN(C)Cc1ccc(Cl)c(Cl)c1,-3.3,8,-53,90
COc1ccc(S(=O)(=O)Nc2ccc3c(c2)C(=O)N([C@H](C)CO)C[C@H](C)[C@H](CN(C)Cc2ccc(C(=O)O)cc2)OCCCC[C@H](C)O3)cc1,1.2,2,-58,95
C[C@H]1CN([C@@H](C)CO)C(=O)Cc2cc(NC(=O)c3ccncc3)ccc2O[C@@H]1CN(C)S(=O)(=O)c1ccccc1,-2.1,-3,-4,.
COc1ccc(NC(=O)N(C)C[C@H]2Oc3c(NC(=O)c4cnccn4)cccc3C(=O)N([C@@H](C)CO)C[C@@H]2C)cc1,-0.1,-3,18,-137
Cc1ccc(S(=O)(=O)N2C[C@H](O)COC[C@H]3O[C@H](CC(=O)NCC4CCCCC4)CC[C@@H]32)cc1,-1.0,.,-8,9
COc1ccc(NC(=O)N[C@@H]2CC[C@@H](CCn3cc(-c4ccccc4F)nn3)O[C@@H]2CO)cc1,-1.3,-2,-2,45
COc1ccc(NC(=O)N(C)C[C@@H]2OCCCC[C@@H](C)Oc3ccc(NC(=O)CCC(F)(F)F)cc3C(=O)N([C@H](C)CO)C[C@H]2C)cc1,-2.2,-7,-36,88
COc1ccc(NC(=O)Nc2ccc3c(c2)C(=O)N([C@@H](C)CO)C[C@@H](C)[C@@H](CN(C)Cc2ccc(C(=O)O)cc2)OCCCC[C@H](C)O3)cc1,1.5,0,37,8

Next section
canonical_smiles,KDM4C inh,C diff HTS,Pf Dd2 growth,T cruzi growth
CN(C)C(=O)[C@H]1[C@H](CO)[C@H]2Cn3c(ccc(C4=CCCC4)c3=O)[C@@H]1N2CCC(F)(F)F,0.3,8,-2,.
C[C@H]1CN([C@@H](C)CO)S(=O)(=O)c2ccc(-c3cncnc3)cc2O[C@H]1CN(C)C(=O)C1CCCCC1,-1.1,0,-4,.
C[C@@H]1CN([C@H](C)CO)C(=O)CCCn2cc(nn2)CO[C@@H]1CN(C)Cc1ccccc1C(=O)O,0.0,.,-1,-11
C[C@@H]1CN([C@H](C)CO)C(=O)c2cc(C3=CCCC3)cnc2O[C@H]1CN(C)C(=O)c1ccc(F)cc1,-2.1,-6,-15,41
CCNC(=O)[C@H]1[C@H](CO)[C@H]2Cn3c(ccc(-c4ccccc4)c3=O)[C@@H]1N2Cc1cccnc1,0.2,3,8,7
COc1ccccc1CN(C)C[C@@H]1OCc2cnnn2CCCC(=O)N([C@H](C)CO)C[C@H]1C,0.8,-4&7,-9&-8,6&-50
CCCC(=O)N1CC2(CN[C@H](CO)c3c2c2ccc(OC)cc2n3C)C1,0.0,-2,19,.
CC(C)c1cn(CC[C@H]2CC[C@H](NC(=O)Nc3cc(Cl)cc(Cl)c3)[C@H](CO)O2)nn1,-1.9,.,6,-25

Compounds above that contain a COOH group, in the order listed:
canonical_smiles,KDM4C inh,C diff HTS,Pf Dd2 growth,T cruzi growth
COc1ccc(S(=O)(=O)Nc2ccc3c(c2)C(=O)N([C@H](C)CO)C[C@H](C)[C@H](CN(C)Cc2ccc(C(=O)O)cc2)OCCCC[C@H](C)O3)cc1,1.2,2,-58,95
COc1ccc(NC(=O)Nc2ccc3c(c2)C(=O)N([C@@H](C)CO)C[C@@H](C)[C@@H](CN(C)Cc2ccc(C(=O)O)cc2)OCCCC[C@H](C)O3)cc1,1.5,0,37,8
C[C@@H]1CN([C@H](C)CO)C(=O)CCCn2cc(nn2)CO[C@@H]1CN(C)Cc1ccccc1C(=O)O,0.0,.,-1,-11

Remaining list, next part.
canonical_smiles,KDM4C inh,C diff HTS,Pf Dd2 growth,T cruzi growth
C[C@@H]1CN([C@@H](C)CO)C(=O)c2cccc(NS(=O)(=O)c3cccs3)c2O[C@@H]1CN(C)Cc1ccc(C(F)(F)F)cc1,-0.9,9,-16,51
COc1ccccc1-c1cnc2c(c1)C(=O)N([C@H](C)CO)C[C@@H](C)[C@@H](CN(C)C(C)=O)O2,-0.5,-3,44,99*
CC=Cc1ccc2n(c1=O)C[C@@H]1[C@@H](CO)[C@H](C(=O)NCCc3ccncc3)N[C@H]21 (mixture of isomers),-0.7,-1,16,28
CO[C@@H]1CN(C)C(=O)c2cc(NC(=O)c3ccno3)ccc2OC[C@H](C)NC[C@@H]1C,2.1,.,-53,66
CN(C)CC(=O)N[C@H]1CC[C@H](CC(=O)NCc2ccc(Cl)cc2)O[C@H]1CO,0.2,4,3,-55
O=C(CN1CCOCC1)N1CC[C@@H]2[C@H]1c1cc(-c3ccc(F)cc3)ccc1N[C@@H]2CO,3.8,-10,42,76
COc1cccc(S(=O)(=O)N2CCCCN3[C@H](CO)[C@H](c4ccc(C#CC(C)C)cc4)[C@@H]3C2)c1,-0.7,-1,-11,88
O=C(C[C@@H]1CC[C@H](NC(=O)CC2CC2)[C@H](CO)O1)NCc1ccccc1,-1.0,-5,25,.

Remaining list, next part.
canonical_smiles,KDM4C inh,C diff HTS,Pf Dd2 growth,T cruzi growth
COc1ccccc1NC(=O)N(C)C[C@@H]1OCc2ccccc2-c2c(n(C)c3ccccc23)C(=O)N([C@H](C)CO)C[C@@H]1C,.,40,-15,.
O=C(C[C@H]1CC[C@@H]2[C@H](COC[C@H](O)CN2C(=O)c2ccccc2F)O1)N1CCN(c2ccccc2)CC1,-0.2,1,3,13
C[C@H](O)C#Cc1ccc2c(c1)O[C@@H](CN(C)C(=O)CN(C)C)[C@H](C)CN([C@@H](C)CO)S2(=O)=O,1.5,-1,22,4
CC(C)CC#Cc1ccc2c(c1)O[C@H](CN(C)C(=O)Nc1ccccc1F)[C@H](C)CN([C@H](C)CO)S2(=O)=O,-1.9,15,-41,85
COc1ccccc1C#Cc1ccc2c(c1)O[C@@H](CN(C)Cc1ccncc1)[C@@H](C)CN([C@@H](C)CO)S2(=O)=O,12,-1,?,123*
C[C@@H]1CN([C@@H](C)CO)S(=O)(=O)c2ccc(C#Cc3ccc(F)cc3)cc2O[C@@H]1CN(C)C,-3.2,-4,-6,-10
O=C(NCC[C@@H]1CC[C@H](NS(=O)(=O)Cc2ccccc2)[C@H](CO)O1)C1CC1,0.0,2,-13,.
C[C@H]1CN([C@@H](C)CO)C(=O)Cc2cc(N(C)C)ccc2O[C@@H]1CN(C)S(=O)(=O)c1ccccc1,1.7,2,-20,17

(list continues)
canonical_smiles,KDM4C inh,C diff HTS,Pf Dd2 growth,T cruzi growth
C[C@@H]1CN([C@@H](C)CO)C(=O)c2cc(NC(=O)CCC(F)(F)F)ccc2O[C@@H](C)CCCCO[C@@H]1CN(C)Cc1ccncc1,-1.0,-1,23,74
CN1[C@@H]2c3ccc(-c4cccnc4)c(=O)n3C[C@@H]2[C@@H](CO)[C@@H]1C(=O)N1CCc2ccccc2C1,14,9,3,30
C[C@@H]1CN([C@H](C)CO)S(=O)(=O)c2ccc(C#Cc3ccc(F)cc3)cc2O[C@H]1CN(C)S(C)(=O)=O,-2.7,5,-72,97*
CCC(=O)N1C[C@H](O)COC[C@@H]2O[C@@H](CC(=O)NCc3ccc(Oc4ccccc4)cc3)CC[C@H]21,-2.5,-4&-6,-17,-31
COc1cccc(S(=O)(=O)N[C@H]2CC[C@H](CC(=O)NCc3ccc(F)cc3)O[C@H]2CO)c1,-0.4,-7,15,41
CCCNC(=O)N(C)C[C@H]1Oc2ncc(C#CC3CCCCC3)cc2C(=O)N([C@H](C)CO)C[C@H]1C,-1.9,-5,-43,-8
CN1C(=O)c2cc(NC(=O)C3CCOCC3)ccc2OC[C@@H]2O[C@H](CC(=O)O)CC[C@@H]21,1.2,-5,-5,15
COCC(=O)N1CC2(C1)[C@@H](c1ccc(-c3cccc(F)c3)cc1)[C@H](CO)N2C(=O)COC,-0.5,-6,18,.

The list continues:
canonical_smiles,KDM4C inh,C diff HTS,Pf Dd2 growth,T cruzi growth
CNC(=O)C[C@@H]1CC[C@H]2[C@@H](COc3ccc(NC(=O)Nc4cccc(F)c4)cc3C(=O)N2C)O1,-1.3,-3,-5,21
C[C@@H]1CN([C@H](C)CO)C(=O)c2cccc(NS(=O)(=O)c3cccs3)c2O[C@@H]1CN(C)S(=O)(=O)c1cn(C)cn1,3.4,.,-44,105
C[C@@H]1CCCCO[C@@H](CN(C)Cc2ccc(Cl)c(Cl)c2)[C@H](C)CN([C@H](C)CO)C(=O)c2cc(NS(=O)(=O)c3ccc(F)cc3)ccc2O1,0.8,14,-84*,87
C[C@H]1CN([C@@H](C)CO)C(=O)Cc2cc(NS(=O)(=O)c3ccc(F)cc3)ccc2O[C@@H]1CN(C)CC1CCCCC1,-0.6,-3,-9,87
